VIM-2 inh: blocks Pseudomonas aeruginosa VIM-2 metallo-beta-lactamase; purified VIM-2, nitrocefin hydrolysis, epi-absorbance fluorescence; actives 0.89% (n = 290,000); inhibition, % at 5.6 µM;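 active means inhibition above the mean of all tested compounds plus 3 SD, cutoff set per screening run, cut at about 7.5% in these data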;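 further: red hydrolysis product quenches plate fluorescence so inhibitors raise well fluorescence; 0% = enzyme with DMSO and 100% = DMSO without enzyme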
DNA FID counter: fluorescent intercalator displacement, NS3 helicase counter-screen; actives 0.17% (n = 290,000); DNA fluorescent intercalator displacement, fluorescence; inhibition, % at 7.9 µM; in the data active means inhibition above about 37%;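 further: 0% = vehicle and 100% = reference compound; higher means more ethidium bromide displaced from hairpin DNA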
IDE act: IDE (human) activation, cell-based; activation, % at 5.96 µM; actives 0.073% (n = 340,000); HEK cells, FAbeta-B cleavage, fluorescence polarization; 0% vehicle, 100% cell-free pure enzyme wells;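 active means activation above the mean of all tested compounds plus 3 SD, set per screening campaign, cut at about 17% in these data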
p-CIP stab down: compounds decreasing mouse p/CIP protein stability; Q05BA5; F442A p/CIP-EGFP cells, EGFP fluorescence, 16 h; decrease of EGFP signal, % at 10 µM; actives 0.01% (n = 290,000);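 active means EGFP signal decrease of at least 30% at 10 µM or well 3 SD below plate mean, unless failing retest; inactive means the rest, including hits failing retest or dose response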; further: some compounds called inactive have numbers as strong as hits; many of its hits are not listed in these tables
Target sequence (Q05BA5 1-1403): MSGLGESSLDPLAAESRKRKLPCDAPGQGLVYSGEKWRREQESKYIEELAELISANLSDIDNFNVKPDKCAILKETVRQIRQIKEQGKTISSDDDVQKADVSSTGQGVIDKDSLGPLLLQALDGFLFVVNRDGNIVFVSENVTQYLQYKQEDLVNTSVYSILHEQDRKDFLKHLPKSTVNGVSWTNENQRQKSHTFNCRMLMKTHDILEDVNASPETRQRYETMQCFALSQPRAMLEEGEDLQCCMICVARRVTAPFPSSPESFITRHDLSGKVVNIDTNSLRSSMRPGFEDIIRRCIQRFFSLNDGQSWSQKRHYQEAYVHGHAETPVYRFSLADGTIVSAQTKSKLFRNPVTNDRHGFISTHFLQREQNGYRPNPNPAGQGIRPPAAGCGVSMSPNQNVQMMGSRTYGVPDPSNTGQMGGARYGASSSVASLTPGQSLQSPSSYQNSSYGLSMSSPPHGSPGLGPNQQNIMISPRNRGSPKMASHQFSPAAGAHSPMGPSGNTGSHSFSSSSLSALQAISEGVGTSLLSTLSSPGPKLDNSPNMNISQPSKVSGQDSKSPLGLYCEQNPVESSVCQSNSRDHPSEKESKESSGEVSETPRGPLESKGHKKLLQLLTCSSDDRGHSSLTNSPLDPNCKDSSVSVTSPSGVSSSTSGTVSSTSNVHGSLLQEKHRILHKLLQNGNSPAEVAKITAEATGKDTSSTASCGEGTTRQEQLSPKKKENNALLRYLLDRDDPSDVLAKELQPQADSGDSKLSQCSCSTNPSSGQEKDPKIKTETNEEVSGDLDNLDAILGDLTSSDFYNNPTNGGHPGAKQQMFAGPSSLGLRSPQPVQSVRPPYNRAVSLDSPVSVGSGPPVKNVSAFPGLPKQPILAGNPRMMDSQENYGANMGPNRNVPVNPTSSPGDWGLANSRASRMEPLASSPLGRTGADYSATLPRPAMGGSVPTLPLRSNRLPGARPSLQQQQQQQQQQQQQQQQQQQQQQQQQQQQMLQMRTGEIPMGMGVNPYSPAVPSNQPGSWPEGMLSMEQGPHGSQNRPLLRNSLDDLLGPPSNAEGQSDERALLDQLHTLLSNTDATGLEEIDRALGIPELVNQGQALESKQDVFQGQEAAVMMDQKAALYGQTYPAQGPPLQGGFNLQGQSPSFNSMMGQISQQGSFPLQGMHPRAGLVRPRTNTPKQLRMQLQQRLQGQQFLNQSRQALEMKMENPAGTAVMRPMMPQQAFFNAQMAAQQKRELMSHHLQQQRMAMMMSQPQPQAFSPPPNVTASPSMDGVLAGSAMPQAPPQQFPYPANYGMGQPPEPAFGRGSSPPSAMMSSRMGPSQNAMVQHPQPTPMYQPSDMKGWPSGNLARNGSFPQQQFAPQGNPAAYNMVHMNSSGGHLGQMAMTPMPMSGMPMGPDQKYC
IMP-1 inh: inhibitors of Pseudomonas aeruginosa IMP-1 metallo-beta-lactamase | purified IMP-1, nitrocefin hydrolysis, epi-absorbance fluorescence | inhibition, % at 5.6 µM | actives 0.45% (n = 290,000) | AID 1556;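 active means inhibition above the mean plus 3 SD of all compounds in the same screening run, cut at about 4.5% in these data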;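 further: 0% = IMP-1 with DMSO and 100% = DMSO wells lacking enzyme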
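Assay system: purified recombinant IMP-1 beta-lactamase. Input: IMP-1 0.2 nM before substrate addition. Buffer or medium: Zinc- and detergent-supplemented HEPES buffer, pH 7.1. Schedule: 25 °C, 15 min preincubation, 25 min reaction. Signal: Epi-absorbance fluorescence, 480 nm excitation, 530 nm emission. Evaluation: percent inhibition from optical density relative to buffer-blank wells.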
PHOSPHO1 inh: blocks human PHOSPHO1 phosphatase activity. Q8TCT1. recombinant PHOSPHO1, absorbance phosphatase assay. inhibition, % at 13.3 µM. actives 1.1% (n = 290,000). AID 1565; in the data active means inhibition above about 60%
UBC9 SUMO inh: SUMOylation inhibition; P63279; HTRF SUMOylation assay, SAE1/SAE2 + UBC9, in vitro; inhibition, % at 35 µM; actives 0.36% (n = 290,000); in the data active means inhibition above about 50%, passing the limit was not always enough; further: strong numbers were not always called active
HCV NS3 hel inh: HCV NS3 helicase inhibition | NS3 helicase DNA unwinding, Cy5 molecular beacon fluorescence | inhibition, % at 10.9 µM | actives 0.56% (n = 290,000);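 active means inhibition above the mean of all tested compounds plus 3 SD, set per campaign, cut at about 35% in these data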;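 further: 0% = DMSO wells and 100% = thioflavine S control wells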
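System: NS3 helicase fragment of HCV / Schedule: 1 h at 25 °C / Control set: DMSO alone as 0% and 110 µM thioflavine S as 100% / Reagent: Cy5/quencher beacon DNA duplex and ATP to start / Technique: Cy5 fluorescence / Replication: singlicate / Evaluation: % inhibition of end-to-start signal ratio versus controls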
MEKK3 PB1 HTS: raises or lowers MEK5 binding to the human MEKK3 PB1 domain; Q99759; bead-based flow cytometry, Alexa488-MEK5 binding to MEKK3; actives lie on both sides; 0 = blocked by unlabeled MEK5, 100 = vehicle; binding response (% of control), % at 10 µM; actives 1.4% (n = 290,000); AID 1529;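 active means binding response more than 3 SD above or below the average of its plate-row segment, actives on both sides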;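 further: Alexa488 bead fluorescence after subtracting the streptavidin-only scavenger bead signal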
Active calls of the source: *; nt = no result given; [ ] = another dose, or the depositor's remark. An excerpt; the hit share may differ from the screen's.

SMILES | VIM-2 inh | DNA FID counter | IDE act | p-CIP stab down | IMP-1 inh | PHOSPHO1 inh | UBC9 SUMO inh | HCV NS3 hel inh | MEKK3 PB1 HTS
O=C(O)c1cccc(-c2nc3ccccc3[nH]2)c1 | -1.0 | 1 | 6 | 2 | -1.9 | 16 | 18 | 10 | 91
CC(=O)Nc1ccc(N=NC2C(=O)N(C(N)=S)N=C2C)cc1 (stereo not given) | 6.0 | 1 | 5 | -1 | -7.9 | 19 | -4 | 15 | 99
CN(C)S(=O)(=O)c1cccc(-n2sc3ccccc3c2=O)c1 | -1.3 | -9 | -19 | -2 | -3.9 | 6 | 4 | 25 | nt
CCc1cccc(NS(=O)(=O)c2c(C)nc3scc(C)n3c2=O)c1 | 3.0 | -13 | 5 | -9 | -1.3 | 24 | -5 | 7 | 102
CCCNC(=O)CCn1nc(-c2ccc(Cl)cc2)c2ccccc2c1=O | -4.0 | -31 | 1 | -12 | -5.8 | 46 | 10 | 7 | 90
Cc1cc(NC(=O)CN(C)C)c([N+](=O)[O-])cc1C | -2.6 | 1 | 0 | 8 | -0.8 | 1 | -5 | 9 | 99
CN(Cc1ccccc1F)Cc1cc(=O)oc2cc(O)c(Cl)cc12 | -1.5 | -25 | 5 | -26 | -0.9 | 23 | 33 | 8 | 99
O=C(NCCc1csc(-c2cccc(F)c2)n1)c1ccco1 | 1.0 | -22 | 1 | -8 | -0.3 | 7 | nt | 14 | 103
Cc1ccc(C)c(NC(=O)CN(C)C(=O)c2cc(-c3cccs3)nn2-c2ccccc2)c1 | -1.8 | -42 | 3 | 6 | -3.0 | 41 | 13 | -7 | 104
O=C(COc1ccccc1/C=C1\SC(=O)NC1=O)Nc1ccccc1 | -4.3 | -13 | 0 | -1 | -4.3 | -7 | 15 | 26 | 101
CCOC(=O)C1CCCN(Cc2ccc(OCc3ccccc3)cc2)C1 (stereo not given) | -0.8 | 13 | 9 | -1 | -1.2 | 14 | -4 | -8 | 90
COCCn1c(SCC(=O)Nc2cc(C)on2)nc2c(c1=O)SCC2 | -0.8 | -17 | 5 | -16 | 0.6 | 9 | 9 | 5 | 106
COc1ccc(/C=C(\C#N)C(=O)N2CCOCC2)cc1Br | -3.2 | 2 | 1 | -7 | -0.6 | 45 | 12 | 0 | nt
Cc1cc(C)nc(NC2=NCC(=O)N2c2ccc3c(c2)OCCO3)n1 | -2.5 | -8 | -2 | 4 | -3.4 | -14 | 10 | 10 | 104
COc1cccc(OCC(O)CN2CCN(c3ccc(Cl)cc3)CC2)c1 (stereo not given) | -0.6 | -1 | -2 | 7 | -3.0 | 25 | 11 | -22 | 111
Cc1cc(C)cc(-n2c(C)cc(/C=N/NC(=O)CN(c3c(C)cccc3C)S(C)(=O)=O)c2C)c1 | -6.7 | -24 | 2 | -8 | -4.7 | -1 | -10 | 3 | 103
COc1cc(CN2CCCCCC2)c([N+](=O)[O-])cc1OC | 0.9 | -5 | 2 | 7 | 1.3 | 25 | -2 | 23 | 97
CCCOc1ccc(NC(=O)C2CCCNC2=O)cc1 (stereo not given) | 0.9 | -9 | 0 | -8 | -1.5 | -2 | 25 | -2 | 100
Cc1ccc(Cn2c(C3CCCN3c3nc(C)cs3)nc3cc(C(F)(F)F)ccc32)cc1 (stereo not given) | -4.9 | -30 | 4 | -3 | -3.8 | -2 | -13 | -23 | 101
CN1CCN(S(=O)(=O)c2cccc(C(=O)N(Cc3nnc(-c4ccccc4Cl)o3)C3CC3)c2)CC1 | -0.9 | 11 | 3 | -12 | -2.2 | 23 | 11 | -21 | 110
Cc1cc(C)c2c3c(sc2n1)C(=O)N(C)CC(=O)N3 | -2.5 | 3 | -4 | 3 | -1.7 | -10 | 10 | 4 | 105
CCOC(=O)c1c(NC(=O)CC(C)C)sc(C(C)=O)c1C | -0.6 | -20 | 3 | 4 | -3.1 | 22 | 0 | -6 | 96
COCCn1c(SCc2ccc(F)cc2)nc2c1c(=O)[nH]c(=O)n2C | 0.8 | -17 | 1 | 7 | -1.0 | 14 | 21 | -6 | 104
S=c1[nH]nc(-c2ccco2)n1/N=C/c1ccc(Cl)c(Cl)c1 | -2.3 | -2 | 3 | 4 | -4.4 | 38 | -36 | 8 | 100
O=[N+]([O-])c1ccc(OCCCCN2CCc3ccccc3C2)cc1 | -1.4 | 15 | 6 | -14 | -1.4 | 36 | 7 | -9 | 108
Cc1ccc(C(=O)COC(=O)CNC(=O)c2ccco2)cc1 | -3.4 | -3 | 4 | -7 | -2.1 | 30 | 15 | 4 | 106
Cc1ccccc1SCCNC(=O)c1ccccc1Br | -1.7 | -18 | 7 | -13 | -1.5 | 60* | -6 | -13 | 99
O=C(Nc1ccc(S(=O)(=O)N2CCCC2)cc1)c1cccs1 | -3.6 | 11 | -7 | -12 | -4.1 | 60* | -16 | 4 | 96
CCCCCNCC(=O)Nc1cc(C(F)(F)F)ccc1OCCOC | 1.3 | 31 | 0 | -6 | -0.9 | 24 | -1 | -20 | 93
O=C(CN1CCOCC1)NNc1c2ccccc2nc2ccccc12 | 0.3 | 14 | -2 | 9 | -0.5 | 28 | 1 | 16 | 40*[inhibitor]

Entries from the list above that have a nitro group on carbon (3):
SMILES | VIM-2 inh | DNA FID counter | IDE act | p-CIP stab down | IMP-1 inh | PHOSPHO1 inh | UBC9 SUMO inh | HCV NS3 hel inh | MEKK3 PB1 HTS
Cc1cc(NC(=O)CN(C)C)c([N+](=O)[O-])cc1C | -2.6 | 1 | 0 | 8 | -0.8 | 1 | -5 | 9 | 99
COc1cc(CN2CCCCCC2)c([N+](=O)[O-])cc1OC | 0.9 | -5 | 2 | 7 | 1.3 | 25 | -2 | 23 | 97
O=[N+]([O-])c1ccc(OCCCCN2CCc3ccccc3C2)cc1 | -1.4 | 15 | 6 | -14 | -1.4 | 36 | 7 | -9 | 108

(listing goes on)
SMILES | VIM-2 inh | DNA FID counter | IDE act | p-CIP stab down | IMP-1 inh | PHOSPHO1 inh | UBC9 SUMO inh | HCV NS3 hel inh | MEKK3 PB1 HTS
Cc1c(Cl)c([N+](=O)[O-])nn1CC(=O)N1CCCc2ccccc21 | -0.1 | 0 | -1 | -6 | -1.7 | 6 | -14 | 3 | 102
CCOC(=S)SCC(=O)Nc1nccs1 | -2.8 | -3 | 2 | 5 | -2.5 | -9 | -4 | -2 | 104
COc1ccccc1NC(=O)C1CCCN(S(=O)(=O)c2ccc(-n3cnnn3)cc2)C1 (stereo not given) | -1.1 | -17 | 7 | 0 | -0.8 | 19 | -4 | -9 | 101
CCOc1ccc(NC(=O)C2CCCN(c3cnccn3)C2)cc1 (stereo not given) | -2.7 | -25 | 1 | 3 | -2.1 | 24 | nt | 1 | 104
Cc1cc(S(=O)(=O)NC2CCCC2)ccc1-n1cnnn1 | -3.6 | -4 | 3 | -8 | -2.7 | 24 | 9 | 6 | 104
Cc1c(C)c2c(OCC(=O)Nc3ccc(CCO)cc3)cc3c(c2oc1=O)CCC(C)(C)O3 | -0.9 | -32 | 2 | 1 | -2.6 | 8 | 25 | -16 | 99
CCn1cc(/C=N\NC(=O)Cc2ccc([N+](=O)[O-])cc2)c(C)n1 | -6.4 | -8 | 4 | -3 | -2.3 | 4 | 18 | -2 | 101
CCc1nc2ccc(C(=O)NCCCN3CCN(c4ccccc4F)CC3)cc2nc1CC | -1.9 | 2 | 2 | -6 | -2.1 | 46 | 4 | -29 | 107
CCn1cc(C(=O)NCc2ccco2)c(=O)c2cc(S(=O)(=O)N3CCCCCC3)ccc21 | -1.2 | 0 | 4 | 0 | -3.2 | 35 | -22 | -7 | 102
COc1cccc(/C=N/NC(=O)c2cc3c(OC)cccc3[nH]2)c1OC | -3.9 | -21 | 2 | -10 | -2.1 | -3 | 9 | -1 | 92
O=[N+]([O-])c1ccc(COc2cccc3cccnc23)cc1 | -0.8 | -8 | 1 | -5 | -1.8 | 24 | 16 | -8 | 102
ONC(=Nc1ccc(Cl)cc1)c1ccccc1 | -1.4 | -4 | 5 | -1 | -0.1 | 3 | -4 | 2 | 101
CNC(=O)c1sc(Nc2cc(C)ccc2C)nc1C | -1.9 | 0 | 2 | -6 | -2.3 | 28 | 6 | 0 | 110
O=C(CCc1nnc2n(Cc3ccccc3)c(=O)c3ccccc3n12)NCCCN1CCCCC1 | 0.7 | 12 | -3 | -8 | -4.5 | 28 | 12 | -9 | 95
COc1ccc(NC(=O)CSc2nnc(-c3ccco3)c(-c3ccco3)n2)cc1OC | 1.8 | -24 | 3 | 2 | -2.2 | 24 | 18 | 30 | 99
O=C(NNc1nc2ccccc2s1)c1ccc(F)cc1 | -5.1 | -6 | 2 | -20 | -4.2 | 2 | 12 | 6 | 97
COCCn1c(SCc2nc3cc(OC)c(OC)cc3c(=O)[nH]2)nnc1-c1ccncc1 | -1.7 | -17 | 5 | -13 | -3.2 | 34 | 12 | -2 | 104
CN(C)S(=O)(=O)c1cccc(C(=O)NC(=S)N(CCC#N)Cc2cccnc2)c1 | -3.5 | -5 | 6 | 17 | -2.5 | 7 | 5 | -15 | 100
CC(C)(C)C(=O)NC(=S)NCc1ccccc1 | 0.8 | -4 | 6 | -20 | -3.0 | 16 | 4 | -4 | 98
O=C(OCC(=O)N1CCN(C(=O)c2ccco2)CC1)c1cc(=O)c2ccccc2o1 | -3.7 | 4 | 7 | 6 | -0.7 | 6 | 6 | -1 | 102
CN(C)C(CNS(=O)(=O)c1ccc(Br)cc1)c1cccnc1 (stereo not given) | 0.3 | 7 | 1 | 2 | 0.6 | 6 | 0 | -9 | 106
COc1ccc(C(=O)CSc2n[nH]c(=O)[nH]c2=O)cc1 | -3.2 | -5 | 8 | -8 | -3.2 | 20 | 24 | 2 | 103
Cc1ccc(-n2nnnc2CNC(=O)C2CC(=O)N(c3ccccc3)C2)cc1C (stereo not given) | -2.8 | -36 | 4 | -3 | -2.8 | 34 | 15 | 4 | 97
Cc1ccc(C2=CSC3=NS(=O)(=O)CCN23)cc1C | -1.1 | -4 | 1 | -1 | -0.8 | 58 | 16 | 8 | 102
COCCNC(=O)c1cnn2c(C(F)F)cc(-c3ccc(C)cc3)nc12 | 4.0 | -13 | -2 | 16 | -1.4 | 4 | 7 | -12 | 107
O=C(CSc1ccccn1)Nc1ccc2ccccc2c1 | -2.1 | -5 | nt | -1 | -1.6 | 24 | 5 | -13 | 100
Cc1cc(/C=C2\SC(=O)NC2=O)c(C)n1-c1ccc(N(C)C)cc1 | -2.6 | -6 | 2 | -10 | -2.5 | nt | 6 | 0 | 109
CC1(C)CC(=O)c2cc(OCC(=O)NCC3CCCO3)ccc2O1 (stereo not given) | -4.1 | -16 | -1 | 3 | -1.2 | 5 | 29 | 11 | 103
COc1ccc2nc(C)cc(Nc3ccc(N4CCN(C)CC4)cc3)c2c1 | 90* | 84* | 1 | 4 | -1.8 | 29 | 6 | 31 | 105
Cc1cccc(OCCSc2nc(N)cc(N)n2)c1 | 2.7 | -1 | 2 | -11 | -1.5 | 33 | 20 | -10 | 77
CCCn1c2ccccc2c2cnn(CC(=O)N(CC)CC)c(=O)c21 | 0.0 | -28 | -1 | -2 | -0.7 | 32 | -10 | 6 | 93

Source: PubChem BioAssay (several laboratories)
